Runt-CBFb FRET = blocks binding of human RUNX1 Runt domain to CBFb; Q01196+Q13951; Cerulean-Runt/Venus-CBFb FRET ratio 530/480, 1 h; inhibition, % at 20 µM; 220,000 tested, 0.46% active;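 active = inhibition over about 50% at 20 µM in the single-dose screen, limit read from the data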;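 also: 0% = DMSO wells and 100% = excess unlabeled CBFb competitor control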
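Assay system: Cerulean-tagged RUNX1 Runt domain (FRET donor) fusion protein / Amount: 100 nM each of Venus-CBFb and Cerulean-Runt domain / Medium: Tris buffer pH 7.5 with salts and BSA / Also added: Venus-CBFb 100 nM / Schedule: 1 h complex formation plus 1 h compound treatment, room temperature / Signal: FRET fluorescence / Read-out: loss of energy transfer signal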
Hck Nef HTS = blocks Nef-activated human Hck kinase; P08631; Recombinant Hck-YEEI plus Nef, Z-Lyte FRET kinase assay; inhibition, % at 20 µM; 220,000 tested, 0.68% active; AID 463187;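 active = Hck-Nef kinase inhibition above about 50%, limit read from the data; inactive = inhibition below that limit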;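 also: 0% = DMSO with Hck plus Nef and 100% = Hck alone without Nef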
Runt-SMMHC FRET = Runt domain-CBFb-SMMHC interaction inhibition. Q01196+Q13951. 220,000 tested, 0.74% active. Cerulean-Runt/Venus-CBFb-SMMHC FRET ratio 530/480, 1 h. inhibition, % at 20 µM. AID 1434;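 active = mean inhibition across duplicate retests at 20 µM reaching about 50%, limit read from the data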;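 also: 0% = DMSO wells and 100% = wells with excess untagged CBFb-SMMHC; inhibitors lower the FRET ratio by blocking Runt binding to CBFb-SMMHC; some results filed as inactive read as strong as hits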
RBBP9 inh = blocks human serine hydrolase RBBP9. 220,000 tested, 0.2% active. recombinant RBBP9, FP-Rh probe fluorescence polarization. inhibition, % at 7.94 µM. O75884;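 active = inhibition above the campaign mean of all tested compounds plus 3 SD, cut at about 14% in these data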;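 also: plate controls were DMSO wells with RBBP9 for no effect and wells lacking RBBP9 protein for full effect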
Target sequence (O75884 whole entry, looked up): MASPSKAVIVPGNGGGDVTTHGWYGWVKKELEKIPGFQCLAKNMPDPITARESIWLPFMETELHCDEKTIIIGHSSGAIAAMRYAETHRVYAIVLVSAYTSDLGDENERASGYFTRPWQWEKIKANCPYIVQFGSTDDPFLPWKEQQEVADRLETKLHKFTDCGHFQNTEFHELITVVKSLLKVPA
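System: RBBP9 protein / Buffer or medium: Tris/NaCl buffer pH 8.0 with 0.1% Pluronic / Probe or stimulus: Serine-hydrolase probe FP-Rh, 375 nM pre-mixing / Dosing: 7.94 µM single dose, 0.794% DMSO / Times: enzyme-compound preincubation 30 min, then probe labeling 45 min, 25 °C / Technique: fluorescence polarization (mP), excitation 525 nm, emission 598 nm / Replication: singlicate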
NPY-Y1 antag = antagonists of human neuropeptide Y receptor Y1 | HEK293-CNG Y1 cells, membrane potential fluorescence; NPY at EC95, then isoproterenol | P25929 | AID 1040 | 200,000 tested, 1% active | inhibition, % at 3.6 µM;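 active = inhibition above the campaign mean inhibition of all tested compounds plus 3 SD, cut at about 20% in these data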;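 also: 0% = DMSO wells given NPY plus isoproterenol and 100% = isoproterenol alone without NPY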
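Test system – HEK293 Y1/CNG channel cell line · Also added – NPY agonist 25 nM, then isoproterenol 1 µM plus Ro 20-1724 25 µM · Compound dosing – one concentration, 3.6 µM, in 0.4% DMSO · Schedule – compound incubation 1 h at room temperature, readout 45 min post-stimulation · Technique – fluorescence, membrane potential probe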
NPY-Y1 PAM-ag = human NPY-Y1 potentiation or agonism, primary screen; 220,000 tested, 0.37% active; activation, % at 3.6 µM; NPY-Y1 expressing cells, potentiator/agonist activation; P25929; in the data active = activation above about 33%, passing the limit was not always enough;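 also: cells stimulated with NPY at EC10 then isoproterenol at EC100; 0% = low agonist plus stimulus and 100% = saturating agonist plus stimulus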
MDM2 E3 inh = inhibitors of human Mdm2 E3 ubiquitin ligase; cell-based MDM2 ubiquitination luciferase reporter, 2 h; 0 = plate control, 100 = twice control, blank-subtracted; signal enhancement, % at 5 µM; 210,000 tested, 0.11% active; AID 1230;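 active = signal enhancement of 30% or more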;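 also: luminescence tracks abundance of the self-degrading MDM2-luciferase fusion protein; higher signal means inhibition of MDM2 E3 ligase activity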
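Assay system: stable mammalian line carrying autodegrading MDM2–luciferase fusion reporter; amount: 2000 cells seeded into each well; buffer or medium: DMEM; benchmarks: plate control and blank wells; signal: luciferase luminescence; timing: 2 h compound exposure at 37 °C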
NPY2 pot ag = potentiates or activates human NPY-Y2 receptor; P49146; cells expressing NPY-Y2, potentiator/agonist read-out; activation, % at 3.6 µM; 220,000 tested, 0.45% active; AID 1359; in the data active = activation above about 27%;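 also: cells stimulated with NPY near EC25 plus isoproterenol at EC100; 0% = vehicle plus submaximal agonist and 100% = vehicle plus saturating agonist; some results beyond the cut were filed as inactive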
p97 inhibitor = human p97 ATPase inhibition; recombinant p97 ATPase, Kinase-Glo ATP luminescence, 3 h; 220,000 tested, 0.42% active; inhibition, % at 8 µM; AID 1481; in the data active = inhibition above about 15%;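 also: 0% = DMSO vehicle and 100% = wells lacking enzyme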
Target sequence (P55072 whole entry, looked up): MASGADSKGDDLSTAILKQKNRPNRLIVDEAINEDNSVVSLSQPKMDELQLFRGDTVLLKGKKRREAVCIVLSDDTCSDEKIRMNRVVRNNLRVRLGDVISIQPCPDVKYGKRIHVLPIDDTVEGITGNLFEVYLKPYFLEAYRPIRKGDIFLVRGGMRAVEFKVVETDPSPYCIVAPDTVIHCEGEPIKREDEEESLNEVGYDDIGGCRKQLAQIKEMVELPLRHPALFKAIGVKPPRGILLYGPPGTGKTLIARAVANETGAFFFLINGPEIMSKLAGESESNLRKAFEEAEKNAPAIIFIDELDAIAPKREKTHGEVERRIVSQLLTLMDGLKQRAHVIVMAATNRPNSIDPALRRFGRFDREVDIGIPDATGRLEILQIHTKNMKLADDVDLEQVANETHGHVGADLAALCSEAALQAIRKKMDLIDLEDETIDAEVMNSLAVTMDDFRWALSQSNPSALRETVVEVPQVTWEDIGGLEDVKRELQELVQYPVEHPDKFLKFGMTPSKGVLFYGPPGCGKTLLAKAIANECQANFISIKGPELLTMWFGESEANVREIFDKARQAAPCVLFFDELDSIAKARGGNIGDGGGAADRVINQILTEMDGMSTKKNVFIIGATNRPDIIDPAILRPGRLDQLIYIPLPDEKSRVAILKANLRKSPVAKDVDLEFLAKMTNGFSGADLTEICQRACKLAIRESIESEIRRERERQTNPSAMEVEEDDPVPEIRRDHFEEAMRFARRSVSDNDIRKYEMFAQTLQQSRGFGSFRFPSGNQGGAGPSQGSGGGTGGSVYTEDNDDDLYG
The depositor's hits bear a star; nt = no result given.

SMILES | Runt-CBFb FRET | Hck Nef HTS | Runt-SMMHC FRET | RBBP9 inh | NPY-Y1 antag | NPY-Y1 PAM-ag | MDM2 E3 inh | NPY2 pot ag | p97 inhibitor
Cc1ccc2nc(-c3ccc(NC(=O)CN(C)S(=O)(=O)c4ccccc4)cc3)sc2c1 | -8 | 26 | -12 | -12 | -4 | 9 | -2 | 9 | 6
COC(=O)c1ccc(NC(=O)c2ccc(F)cc2)o1 | 10 | 0 | 1 | -5 | 2 | -1 | -33 | -5 | -4
Oc1ccccc1C1=Nc2nc3ccccc3n2C(c2ccccc2)C1 (stereo unspecified) | 0 | -2 | -10 | -3 | 12 | -32 | -10 | 9 | -1
O=C1CCC/C(=N/NC(=O)c2ccc(CN3c4cccc5cccc(c45)S3(=O)=O)cc2)C1 | -2 | 3 | -20 | -12 | 1 | -16 | -3 | -4 | -2
CC1CCN(C(=S)c2ccccc2O)CC1 | 42 | -1 | 18 | -8 | 0 | -30 | nt | 14 | 2
Cc1ccc2sc(NNC(=O)c3cc(=O)c4ccccc4o3)nc2c1C | 26 | -21 | -14 | -10 | 2 | 0 | -13 | -11 | 1
NC(=O)Nc1ccc(Nc2ccccc2)cc1 | 2 | 15 | 0 | 7 | nt | 1 | -3 | 13 | 9
CCOC(=O)C1CCCN(C(=O)c2ccc(OC)c([N+](=O)[O-])c2)C1 (stereo unspecified) | -2 | 0 | -38 | 0 | -4 | 1 | 6 | 4 | 2
O=C(OC1CCOC1=O)c1cc(-c2cccs2)nc2ccccc12 (stereo unspecified) | 4 | 2 | 9 | -3 | 3 | 0 | 7 | 6 | 5
CC(C)(C)C(=O)Cn1nnc(-c2ccc(C(F)(F)F)cc2)n1 | 0 | -1 | -1 | -10 | nt | 4 | 2 | -8 | -4
CCn1ncc(C2=NOC(C(=O)Nc3c(C)nn(Cc4ccc(F)cc4)c3C)C2)c1C (stereo unspecified) | 1 | 0 | -1 | -7 | -2 | 7 | -22 | 4 | -2
COc1ccc(N2CC(O)=C(c3nc(-c4ccc(F)cc4)cs3)C2=N)cc1OC | 0 | 1 | 1 | 0 | 5 | -8 | -6 | -3 | 3
CCc1nc(OCc2ccccc2)c2sc3nc4c(cc3c2n1)COC(C)(C)C4 | -6 | -2 | -1 | -6 | -5 | 5 | -8 | -5 | 2
Cc1ccc(NC(=S)NNS(=O)(=O)c2ccc3ccccc3c2)cc1Cl | -1 | 4 | -5 | -10 | 4 | -9 | -6 | -26 | 1
O=C(/C=C/c1ccc(F)cc1)c1ccccc1Br | 1 | 2 | 0 | -5 | 3 | -20 | -2 | -10 | -1
CCc1ccc(OCC(=O)NC2CC(C)(C)NC(C)(C)C2)cc1 | -1 | -1 | 0 | -2 | -1 | -13 | nt | 10 | 1
CCOCCCNC(=O)CCCC1=NS(=O)(=O)c2ccccc2N1 | -3 | 5 | 4 | 5 | 3 | 3 | -10 | -2 | 9
CCOC(=O)Cc1c(C)nc2c(-c3ccccc3)c(C)nn2c1C | -7 | 3 | -2 | -10 | 5 | -9 | 4 | -3 | -2
CC(C)CC(=O)NC(=S)N(Cc1ccccc1)Cc1ccccc1 | -3 | -2 | -1 | -8 | 7 | -14 | -8 | -1 | -7
N#Cc1c(Cl)c(Cl)c2nnc(-c3ccc(Br)cc3)n2c1Cl | -2 | -1 | -2 | -4 | -1 | -6 | -14 | -12 | 3
Cc1cc(C)nc(-n2nc(C)cc2NC(=O)CN2CCCC(C)C2)n1 (stereo unspecified) | -3 | 0 | 0 | -1 | 1 | 0 | -3 | 16 | -4
O=C(OCC(=O)N1CCOCC1)c1ccc2[nH]c3c(c2c1)CCCC3 | 2 | 31 | 2 | -2 | nt | 39 | nt | 19 | 3
CCC(c1nnnn1CCOC)N1CCN(Cc2ccccc2OC)CC1 (stereo unspecified) | 0 | 0 | 3 | -6 | 8 | -27 | -14 | -11 | -8
CCn1c(C)c2c(C)nnc(C)c2c1C | 2 | 0 | 0 | -10 | 0 | -6 | -11 | -9 | -3
O=C(Nc1ccccc1)c1ccn[nH]1 | nt | 1 | -12 | 1 | 4 | 22 | -14 | 10 | 0
More records follow.
SMILES | Runt-CBFb FRET | Hck Nef HTS | Runt-SMMHC FRET | RBBP9 inh | NPY-Y1 antag | NPY-Y1 PAM-ag | MDM2 E3 inh | NPY2 pot ag | p97 inhibitor
O=C1/C(=C\c2ccc(O)c(O)c2)C(c2ccccc2)=NN1c1ccccc1 | -5 | 18 | -10 | 8 | -5 | 21 | -7 | 26* | 9
O=C(NCc1cccnc1)c1cc(-c2ccco2)on1 | -5 | 0 | -2 | -10 | 0 | 6 | -4 | 8 | 3
CC(=O)OC1CCC2(C)C(COc3ccc4ccc(=O)oc4c3)C(C)(O)CCC2C1(C)C (stereo unspecified) | -2 | 0 | 2 | -7 | 13 | -42 | -17 | -22 | -2
COCCn1c(C)cc(C2=NNC(=Nc3ccccc3F)SC2)c1C | 20 | 6 | 11 | 0 | 3 | -1 | -21 | 8 | -3
Cc1ccc(C)c(OCC(=O)Nc2ccc(S(=O)(=O)Nc3ccccn3)cc2)c1 | -5 | 0 | -1 | -4 | -1 | 8 | -4 | 5 | 6
O=C(c1ccc(Cl)c(Cl)c1)N(Cc1ccco1)c1ccc(O)cc1 | 3 | 0 | 0 | -12 | 1 | -17 | -9 | 5 | 1
CCCNS(=O)(=O)c1ccc(OC)c(Cl)c1Cl | 0 | -3 | -1 | -2 | 3 | -7 | -4 | 3 | -2
Cc1nn(C)cc1CNC(=O)c1ccccc1Br | 3 | 15 | -2 | -4 | -2 | 7 | -5 | 1 | 5
Cc1ccc2c(c1)CCCN2C(=O)c1cc2ccccc2oc1=O | 3 | 0 | -3 | 2 | 0 | -11 | -6 | 5 | 0
Cn1c(=O)c2cc(S(=O)(=O)NC(C(=O)NCc3ccccn3)c3ccccc3)ccc2n(C)c1=O (stereo unspecified) | 1 | 0 | 3 | -9 | 3 | 12 | -19 | 15 | -2
COc1ccc(CN2C(=O)CN(C3CCCCCC3)C(=O)C2c2ccc(OC)c(OC)c2)cc1 (stereo unspecified) | -2 | 3 | 1 | -8 | 2 | -7 | -7 | -1 | -1
O=C(O)c1ccccc1C(=O)NNc1ccc(F)cc1F | 2 | 21 | -2 | -4 | 8 | 6 | -2 | -6 | -3
Cc1ccccc1C(=O)OC1OC(=O)C(Cl)=C1N1CCOCC1 (stereo unspecified) | -1 | 1 | -6 | -1 | -5 | 8 | -10 | 5 | 3
CCc1cc(=O)n2[nH]c(C)c(-c3ccccc3OC)c2n1 | 0 | 30 | -4 | -2 | 12 | 8 | -36 | 11 | 8
CC(=O)Nc1ccc(N(C(=O)Cc2c[nH]c3ccccc23)C(C(=O)NC2CCCCC2)c2ccco2)cc1 (stereo unspecified) | -1 | 4 | 0 | -7 | 5 | -10 | -3 | 16 | 7
CCCSc1nnc(NC(=O)Cc2ccc(OC)c(OC)c2)s1 | 2 | 19 | 0 | -9 | 2 | 3 | -6 | 3 | 2
O=C(O)c1ccc(CS(=O)c2cccc(C(F)(F)F)c2)o1 (stereo unspecified) | nt | 1 | -4 | 9 | -1 | 0 | -10 | 18 | 2
COc1ccc(NC(=S)Nc2cccc3cnccc23)cc1 | 36 | 1 | 26 | 5 | 5 | 0 | 0 | 8 | 2
O=C1c2ccccc2CN1CCSC(=S)N1CCSCC1 | 2 | 23 | 0 | -7 | 1 | -8 | -23 | -1 | 3
CC(=O)N1CCN(c2nc(CC(C)C)c3c(c2C#N)CCC3)CC1 | -17 | 0 | -36 | 3 | 4 | 7 | -4 | -25 | -6
CCC1CSC(Nc2ccc(C(=O)/C=C/c3cccc(C)c3)cc2)=N1 (stereo unspecified) | 0 | 0 | 4 | -8 | 2 | -10 | -11 | -18 | -7
Cc1ccc(S(=O)(=O)Oc2ccccc2/C=C2\SC(=O)NC2=O)cc1 | 1 | 34 | -2 | -5 | -2 | 3 | 7 | -20 | 3
Cc1cc(C(=O)Nc2ccc(OCc3ccccc3)cc2)c(C)o1 | 2 | 11 | -4 | -4 | -5 | 23 | -6 | -16 | -8
CC(Oc1ncnc2ccccc12)C(=O)Nc1cccc(S(=O)(=O)N2CCOCC2)c1 (stereo unspecified) | 1 | -3 | 0 | -1 | 3 | -9 | -10 | -2 | -5
CCN(C(=O)COC(=O)c1cc(-c2ccccc2)nc2c1c(C)nn2-c1ccccc1)C1CCS(=O)(=O)C1 (stereo unspecified) | -16 | -2 | -12 | 1 | 4 | -14 | -4 | -1 | -3

A stretch from further up:
SMILES | Runt-CBFb FRET | Hck Nef HTS | Runt-SMMHC FRET | RBBP9 inh | NPY-Y1 antag | NPY-Y1 PAM-ag | MDM2 E3 inh | NPY2 pot ag | p97 inhibitor
O=C1/C(=C\c2ccc(O)c(O)c2)C(c2ccccc2)=NN1c1ccccc1 | -5 | 18 | -10 | 8 | -5 | 21 | -7 | 26* | 9
O=C(NCc1cccnc1)c1cc(-c2ccco2)on1 | -5 | 0 | -2 | -10 | 0 | 6 | -4 | 8 | 3
CC(=O)OC1CCC2(C)C(COc3ccc4ccc(=O)oc4c3)C(C)(O)CCC2C1(C)C (stereo unspecified) | -2 | 0 | 2 | -7 | 13 | -42 | -17 | -22 | -2

(next part)
SMILES | Runt-CBFb FRET | Hck Nef HTS | Runt-SMMHC FRET | RBBP9 inh | NPY-Y1 antag | NPY-Y1 PAM-ag | MDM2 E3 inh | NPY2 pot ag | p97 inhibitor
Cc1ccc2c(Cl)cc(Cl)c(OCC(=O)O)c2n1 | -1 | 23 | 2 | -5 | 4 | 0 | -12 | 5 | 2
Cc1ccc(OCC(=O)N2CCCCC2)c(Br)c1 | -1 | -1 | 3 | 0 | -1 | -2 | -15 | -12 | -2
CCOc1cc(N2CCOCC2)c(OCC)cc1NC(=O)CN1CCCC1 | 2 | 3 | -1 | -12 | -3 | -20 | -14 | -7 | -7
O=C(COc1c(Br)cc(Br)c2cccnc12)N1CCc2ccccc2C1 | -1 | -1 | 3 | -7 | 6 | 12 | -13 | 2 | 0
COc1ccc(NC(=O)COC(=O)c2ccc(NS(=O)(=O)/C=C/c3ccccc3)cc2)cc1 | -2 | 1 | 5 | -9 | 8 | 14 | 0 | -6 | 1
Nn1c(Cc2cccc3ccccc23)n[nH]c1=S | 11 | 17 | 15 | -4 | 2 | -5 | -6 | -9 | 4
S=C(Nc1ccccc1Cl)NC1CCC(NC(=S)Nc2ccccc2Cl)CC1 (stereo unspecified) | -2 | 20 | 0 | -1 | -1 | 23 | 6 | 2 | 0

Compound activity (PubChem)
